Tn7 DDE FP – DD(E)-Tn7 binding inhibition, primary FP screen | P02675 | FP displacement of FITC-Tn7 peptide from fibrin DD(E); 0% = median of compound wells per plate | inhibition, % at 8.3 µM | 370,000 compounds, 0.13% hits | AID 720508;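 active = inhibition above the mean of compounds falling within the control limits plus 3 SD of them, cut at about 14% in these data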;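 also: 0% = plate median of compound wells and 100% = 10 µM Aha-Tn7 peptide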
Target sequence (P02675 whole entry, looked up): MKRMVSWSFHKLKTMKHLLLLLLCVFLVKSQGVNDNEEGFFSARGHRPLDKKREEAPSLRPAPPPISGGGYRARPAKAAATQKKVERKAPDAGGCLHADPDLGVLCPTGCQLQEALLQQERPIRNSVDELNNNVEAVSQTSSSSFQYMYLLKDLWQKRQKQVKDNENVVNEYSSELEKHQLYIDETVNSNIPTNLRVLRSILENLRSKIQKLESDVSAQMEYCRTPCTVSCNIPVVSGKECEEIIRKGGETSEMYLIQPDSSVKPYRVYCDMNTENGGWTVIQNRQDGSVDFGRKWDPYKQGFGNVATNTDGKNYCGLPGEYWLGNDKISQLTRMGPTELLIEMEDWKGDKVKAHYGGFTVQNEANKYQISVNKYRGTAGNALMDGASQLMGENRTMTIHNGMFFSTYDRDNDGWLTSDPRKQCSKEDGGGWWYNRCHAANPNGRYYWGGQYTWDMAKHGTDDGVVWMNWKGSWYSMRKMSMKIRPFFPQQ
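Assay system: Fibrin-DD(E) protein isolated from polymerized human fibrin clots; read-out basis: percent inhibition; medium: Tris/NaCl/CaCl2 buffer, pH 7.8; signal: FP measurement; incubation: 10 min plus 3 h, room temperature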
ASAP1 GAP inh – ASAP1 ArfGAP inhibition; Q9ULH1; ASAP1-stimulated ARF1 GTP hydrolysis, GDP FP detection; inhibition, % at 16.5 µM; 360,000 compounds, 0.19% hits; in the data active = inhibition above about 25%;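 also: 0% = vehicle with enzyme and substrate and 100% = no enzyme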
Target sequence (Q9ULH1 325-724 limits assumed): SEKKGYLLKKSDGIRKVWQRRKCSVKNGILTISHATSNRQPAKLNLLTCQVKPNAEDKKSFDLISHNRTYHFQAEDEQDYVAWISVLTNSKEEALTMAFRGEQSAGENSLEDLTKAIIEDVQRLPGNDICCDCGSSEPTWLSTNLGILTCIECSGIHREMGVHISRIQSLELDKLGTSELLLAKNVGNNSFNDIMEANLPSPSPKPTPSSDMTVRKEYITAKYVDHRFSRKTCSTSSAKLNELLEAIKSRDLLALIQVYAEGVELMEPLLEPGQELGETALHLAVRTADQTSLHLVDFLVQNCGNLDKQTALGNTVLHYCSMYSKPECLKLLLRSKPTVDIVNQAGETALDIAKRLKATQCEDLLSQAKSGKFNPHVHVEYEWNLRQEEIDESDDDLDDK
ARFGAP1 inh – inhibitors of rat ARFGAP1; Q62848; Arfgap1-stimulated ARF1 GTP hydrolysis, GDP FP detection; inhibition, % at 16.5 µM; 360,000 compounds, 0.26% hits;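 active = inhibition above a per-plate limit, mean inhibition of low control wells plus 3 SD, cut at about 25% in these data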;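 also: 0% = DMSO wells with enzyme and 100% = wells lacking Arfgap1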
Target sequence (Q62848 1-136 limits assumed): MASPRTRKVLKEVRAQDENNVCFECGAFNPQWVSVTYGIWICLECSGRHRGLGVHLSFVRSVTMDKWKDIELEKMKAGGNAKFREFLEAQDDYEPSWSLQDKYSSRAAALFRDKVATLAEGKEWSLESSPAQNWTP
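Assay system: Rat Arfgap1 GAP domain (His6, aa 1-136), purified enzyme | Buffer or medium: HEPES 25 mM pH 7.5, NaCl 150 mM, MgCl2, DTT | Schedule: GTP hydrolysis reaction 2 h at 25 °C | Signal: FP of antibody-bound GDP Alexa 633 tracer, ex 620/em 688 nm | Measure: Percent inhibition of Arfgap1-stimulated GTP hydrolysis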
SIAE primary – inhibitors of human sialic acid acetylesterase SIAE; SIAE FP-Rh probe binding, fluorescence polarization; inhibition, % at 9.66 µM; AID 1053197; 370,000 compounds, 0.69% hits;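 active = inhibition above a cutoff: mean of compounds within the control limits plus 3 SD of those, cut at about 17% in these data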;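 also: 0% = plate median of compound wells and 100% = probe without SIAE protein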
ADAM10 inh – inhibitors of human ADAM10. recombinant ADAM10, EDANS/DABCYL FRET peptide cleavage, 3 h. 370,000 compounds, 0.62% hits. inhibition, % at 7 µM. O14672;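 active = inhibition above a per-campaign cutoff equal to the mean of compounds falling between control-based bounds plus 3 SD, cut at about 20% in these data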;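 also: 0% = DMSO wells while the 100% control is not disclosed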
ADAM17 inh – inhibits human ADAM17; P78536; recombinant ADAM17, EDANS/DABCYL FRET peptide cleavage; inhibition, % at 6.95 µM; 370,000 compounds, 0.83% hits; AID 720648;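 active = inhibition above the mean of compounds lying between control limits plus 3 SD, set per campaign, cut at about 8.5% in these data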;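 also: 0% = DMSO-only wells as the low control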
TDP2 absorb – blocks human TDP2 phosphodiesterase activity; recombinant TDP2, T5PNP hydrolysis, p-nitrophenol absorbance 415 nm; inhibition, % at 12.8 µM; 370,000 compounds, 0.34% hits;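 active = inhibition above the mean of all tested compounds plus 3 SD, set per campaign, cut at about 25% in these data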;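 also: 0% = DMSO with enzyme and 100% = buffer with substrate but no TDP2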
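System – recombinant human TDP2 · Quantity – TDP2 enzyme at 120 nM final · Doses – single concentration, 12.8 µM nominal, with 1% DMSO · Incubation – 2 h at 37 °C · Measured by – epi absorbance of p-nitrophenol freed from T5PNP by hydrolysis · Read-out – % inhibition relative to enzyme-containing and enzyme-free wells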
PLCb3 inh – blocks human PLC-beta3 enzyme activity | AID 720704 | inhibition, % at 12.2 µM | Q01970 | Purified PLC-beta3, fluorogenic substrate, fluorescence | 370,000 compounds, 0.18% hits; in the data active = inhibition above about 11%;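 also: 0% = median of compound wells on plate and 100% = full blocker control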
Tn6 DDE FP – inhibitors of Tn6 peptide binding to human fibrin DD(E); 370,000 compounds, 0.21% hits; Fibrin DD(E) TRITC-Tn6 fluorescence polarization displacement; inhibition, % at 8.3 µM; P02675;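 active = inhibition above a per-campaign cutoff: mean of compounds within control limits plus 3 SD, cut at about 15% in these data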;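 also: 0% = median of all compound wells on the plate and 100% = blocking peptide control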
PLCg1 inh – inhibitors of human phospholipase C gamma1 | P19174 | purified PLC-gamma1, fluorogenic substrate, fluorescence | inhibition, % at 12.2 µM | 370,000 compounds, 0.84% hits | AID 720700; in the data active = inhibition above about 9.5%
Starred values were filed as active, the others as inactive; · = no result given.

item | Structure | SIAE primary | TDP2 absorb | ADAM17 inh | ARFGAP1 inh | Tn7 DDE FP | ASAP1 GAP inh | Tn6 DDE FP | ADAM10 inh | PLCb3 inh | PLCg1 inh
1 | CC(=O)c1ccc(NC(=O)CCNS(=O)(=O)c2ccccc2F)cc1 | 11 | 14 | 2 | -10 | 9 | -3 | 6 | -3 | -1 | 2
2 | Nc1ccc(SC(F)(F)F)cc1 | 2 | -5 | 1 | 15 | 1 | -14 | -1 | 3 | -1 | 1
3 | COC(=O)c1c(-c2cccnc2)csc1NC(=O)c1cc(C)on1 | -3 | 0 | -3 | 7 | -2 | 18 | 5 | -2 | -27 | -23
4 | COc1ccccc1NC(=O)CSc1nc(N)c(-c2ccccc2)c(=O)[nH]1 | 9 | -5 | -1 | -1 | 0 | -2 | 3 | -1 | -1 | 3
5 | Cc1cc(N2CCN(C(C(=O)NC3CCCC3)c3ccco3)CC2)c2ccccc2n1 (configuration not stated) | 2 | 5 | -2 | 2 | 5 | -2 | -4 | -5 | 1 | 0
6 | OCc1cn(-c2ccc(Cl)cc2)nn1 | 2 | -2 | -2 | 7 | -7 | 10 | -7 | -6 | -1 | -2
7 | N#Cc1cnn(-c2ccc([N+](=O)[O-])cc2[N+](=O)[O-])c1N | -6 | 3 | -2 | -5 | 7 | -2 | 5 | -16 | 4 | 1
8 | C(=C\c1nc(-c2ccccc2)no1)/c1ccccc1 | 0 | -1 | 1 | -12 | 7 | 2 | -7 | 7 | -2 | 0
9 | O=C(O)c1ccc(S(=O)(=O)N2CCc3ccccc3C2)cc1 | 3 | -5 | -1 | 15 | -5 | 7 | 0 | 1 | -1 | 5
10 | FC(F)(F)c1cccc(N2CCC(N=CN3CCCCCC3)=N2)c1 | 10 | 2 | 1 | 1 | -2 | 2 | -1 | 9 | 1 | 0
11 | CCN1CCCC1CNC(=O)c1ccc(Sc2ccc(F)cc2)c([N+](=O)[O-])c1 (configuration not stated) | 4 | 8 | 0 | -8 | -4 | -3 | -1 | -6 | -3 | 2
12 | COc1ccc(Cn2cc(CN3[C@H](Cc4ccccc4)COc4cc(Br)ccc4S3(=O)=O)nn2)cc1 | 5 | 6 | -1 | · | -2 | · | -2 | -1 | 2 | 3
13 | O=C(NC1C2CC3CC(C2)CC1C3)c1ccc(Br)o1 (configuration not stated) | -7 | -10 | 0 | 11 | -2 | -9 | 11 | 10 | 2 | 1
14 | CCSc1nnc(-c2cccc(S(=O)(=O)N(CC)CC)c2)n1Cc1ccccc1 | -2 | 1 | -3 | -10 | 9 | -10 | 1 | 1 | 0 | 0
15 | COc1cc(CN2CCc3ccccc3C2)ccc1O | 4 | 11 | -5 | 9 | 0 | -8 | 3 | -4 | -5 | 1
16 | CCCc1nnc(SCC(=O)Nc2cccc(C(F)(F)F)c2)o1 | -4 | 3 | -1 | -1 | -4 | -18 | 4 | 6 | -5 | 0
17 | Cc1ccc(CN2CCCC2(C)C(=O)NC(C)C)cc1 (configuration not stated) | 1 | -2 | -6 | 7 | 14* | 3 | 3 | -18 | 1 | 0
18 | C=CCNC(=S)NNC(=O)COc1ccc(Br)cc1 | 8 | 11 | -4 | -7 | -2 | 21 | 4 | 0 | -2 | -2
19 | Cc1nn(-c2ccccc2)c(C)c1/C=N/n1c(-c2ccc(Cl)cc2)n[nH]c1=S | -29 | -9 | -1 | -7 | 3 | 0 | -1 | -2 | 3 | 0
20 | COc1ccc(C(=O)OCc2cc(=O)n3c(C)csc3n2)cc1F | -1 | 7 | -8 | 5 | -1 | -4 | -4 | -29 | -2 | 0
21 | C#CCNC(=O)C1CCN(c2cc(C)nc(-c3ccccc3)n2)CC1 | 7 | 9 | 1 | 2 | 4 | 0 | 3 | 2 | 1 | 1
22 | CCC(Sc1nc(-c2ccccc2)cc(=O)[nH]1)C(=O)O (configuration not stated) | 1 | 11 | -3 | -7 | -1 | -8 | 3 | -2 | 2 | 0
23 | Cc1ccc(-n2ncc3c(SCC(N)=O)ncnc32)cc1C | 6 | -9 | -6 | 13 | -4 | 11 | -6 | -11 | -31 | -3
24 | Cc1ccc(N(CC(=O)N2CCCCCC2)S(=O)(=O)c2ccccc2)cc1 | 1 | -9 | -1 | 7 | -1 | 17 | -2 | 8 | -4 | 1
25 | COC(=O)c1cccc(NC(=O)c2nn(C)c(=O)c3ccccc23)c1 | -1 | 7 | -6 | -10 | 5 | -1 | 13 | 5 | -2 | -2
26 | CCCOc1ccc(/C=N/Nc2ccccn2)cc1OC | 2 | -1 | -5 | 8 | 2 | -1 | 1 | 5 | -14 | -4
27 | O=C(c1ccc(-c2cc(O)c3ncccc3c2)cc1)N1CCNCC1 | -1 | -15 | -3 | -8 | -2 | -14 | 7 | 7 | -16 | -19
28 | O=C(NCC(c1cccnc1)N1CCN(c2ccccc2F)CC1)OCc1ccccc1 (configuration not stated) | -5 | -9 | 4 | 3 | -7 | 1 | -4 | 7 | 1 | 3
29 | Cn1nc(C(C)(C)C)cc1N1C(=O)CCC1(C)C(=O)Nc1ccc2ccccc2c1 (configuration not stated) | -4 | -3 | -3 | -5 | 3 | -2 | 8 | -12 | 2 | -1
30 | COc1ccc(CNC(=O)C(=O)NCC2OCCN2C(=O)c2ccc(OC)cc2)cc1 (configuration not stated) | -7 | -7 | -2 | 7 | 4 | -7 | 3 | 10 | -2 | 3

Rewritten screen by screen: part of the list above
23	Cc1ccc(-n2ncc3c(SCC(N)=O)ncnc32)cc1C
24	Cc1ccc(N(CC(=O)N2CCCCCC2)S(=O)(=O)c2ccccc2)cc1

assay / entry	23	24
SIAE primary	6	1
TDP2 absorb	-9	-9
ADAM17 inh	-6	-1
ARFGAP1 inh	13	7
Tn7 DDE FP	-4	-1
ASAP1 GAP inh	11	17
Tn6 DDE FP	-6	-2
ADAM10 inh	-11	8
PLCb3 inh	-31	-4
PLCg1 inh	-3	1

(continued)
item | Structure | SIAE primary | TDP2 absorb | ADAM17 inh | ARFGAP1 inh | Tn7 DDE FP | ASAP1 GAP inh | Tn6 DDE FP | ADAM10 inh | PLCb3 inh | PLCg1 inh
31 | CC(O)c1cccc(NC(=O)CCCc2ccccc2)c1 (configuration not stated) | -2 | 9 | 0 | 9 | 1 | 4 | -2 | 4 | 2 | 1
32 | O=C(COc1c(Br)cc(Br)c2cccnc12)N1CCCCC1 | 0 | -2 | -13 | 1 | -1 | -2 | 6 | -27 | -4 | -5
33 | CCOC(=O)C1=C(CN2CCc3ccccc32)NC(=O)NC1c1cccc([N+](=O)[O-])c1 (configuration not stated) | 1 | 12 | -1 | 17 | -10 | 2 | 0 | 7 | -2 | 2
34 | COc1cc(/C=N/NC(=O)Cc2cccs2)c([N+](=O)[O-])cc1OC | 4 | -8 | -3 | -13 | -6 | 11 | 4 | -9 | -3 | 2
35 | Cc1ccc(N2CC(C(=O)OCc3ccc([N+](=O)[O-])cc3)CC2=O)cc1 (configuration not stated) | 7 | 3 | -1 | -9 | 0 | -9 | -8 | -5 | 4 | 2
36 | O=C(O)CN1C(=O)S/C(=C\c2cccnc2)C1=O | -2 | 8 | -9 | 3 | 6 | -5 | 7 | -1 | -10 | -1
37 | CC(C)(C)NC(=O)NC(=O)COC(=O)CNC(=O)c1cc(Cl)cc([N+](=O)[O-])c1 | 2 | 3 | -1 | -2 | 2 | -15 | 3 | -2 | 2 | 3
38 | CS(=O)(=O)N[C@@H]1C[C@@H]2O[C@@H](CO)CC[C@@H]2O[C@@H]1CCc1ccc(-c2ccccc2F)cc1 | 0 | -1 | 3 | · | 5 | · | 10 | 5 | -2 | 2
39 | O=c1[nH][nH]c(C(F)(F)F)c1C=NCc1cccc(Cl)c1 | 6 | -4 | 0 | 9 | -4 | 4 | -2 | 3 | 7 | 2
40 | O=C(C1=C[C@@H](c2ccc(C(F)(F)F)cc2)C[C@@H](OCCCCO)O1)N1CCOCC1 | 10 | 1 | -1 | -3 | 7 | 1 | 5 | 1 | -2 | -2
41 | COc1ccc(N2C(=O)CC(N3CCC(c4nc5ccccc5[nH]4)CC3)C2=O)cc1 (configuration not stated) | -5 | 11 | -5 | 5 | -2 | -5 | -3 | 5 | 2 | 1
42 | NC(=O)c1ccccc1N/C=C/C(=O)c1ccc(F)cc1 | -1 | 7 | -78 | -5 | -3 | -3 | 7 | -229 | -102 | -80
43 | CCOC(=O)CC(NC(=O)c1ccc(C)cc1)c1ccc(OC)cc1 (configuration not stated) | 6 | 0 | -6 | -6 | -2 | 7 | 5 | -1 | -8 | -2
44 | CCOc1ccccc1N1C(=O)CC(Sc2ncccc2C(=O)O)C1=O (configuration not stated) | -1 | -15 | 1 | -4 | -3 | -3 | 4 | 6 | 4 | -2
45 | CCCN1CN(Cc2ccco2)c2nc3ccccc3n2C1 | 2 | 9 | -5 | -9 | 1 | 7 | -5 | -5 | -1 | -1
46 | COc1ccc(C(=O)NC(C)c2nnc(SCC(=O)NC3CCCC3)n2C)cc1 (configuration not stated) | 3 | 2 | 1 | -1 | -4 | -4 | 3 | 0 | -2 | 1
47 | O=C(Nc1nnc(-c2ccc(Br)cc2)o1)C1=COCCO1 | 0 | 2 | 2 | 5 | -2 | 14 | -6 | -12 | -7 | 7
48 | Cc1c2ccccc2nc2c(F)c(N(C)C)c(F)c(F)c12 | 1 | 11 | -2 | 2 | 3 | 1 | 3 | -10 | -78 | -72
49 | O=C(N/N=C/c1cccc2ccccc12)c1cccs1 | -15 | -9 | -1 | 2 | -6 | 3 | -8 | 7 | -16 | -5
50 | COc1ccc(CC(=O)OCc2nnc(-c3ccccc3)o2)cc1 | -3 | 1 | 0 | -5 | 5 | 0 | 0 | -5 | 0 | -3
51 | Cc1c(NC(=S)NC(=O)C(c2ccccc2)c2ccccc2)cccc1C(=O)O | 17* | 7 | -3 | 4 | 1 | -6 | 3 | -4 | -1 | -24
52 | CC(=O)Nc1cc[n+](C(C)C(=O)c2ccccc2)cc1 (configuration not stated) | 0 | 6 | -2 | -12 | -1 | -8 | 2 | 2 | -2 | 0
53 | CC(C)Cc1cc(CN2CCC(CO)(Cc3cccc(C(F)(F)F)c3)CC2)[nH]n1 | 7 | -1 | 1 | 3 | 1 | -4 | 0 | 2 | 0 | 0
54 | O=C(c1ccccc1)N1CCN(S(=O)(=O)c2ccccc2)CC1 | -8 | 15 | -1 | 8 | 3 | -3 | 3 | 1 | -1 | 2
55 | CC(=O)C1=C(O)C(=O)N(CCCCCC(=O)O)C1c1ccc(N(C)C)cc1 (configuration not stated) | 8 | -5 | 1 | -12 | 1 | -11 | 3 | 12 | 2 | 3
56 | O=[N+]([O-])c1ccc(N2CCN(Cc3ccccc3)CC2)c(S(=O)(=O)N2CCOCC2)c1 | 10 | 4 | -2 | 1 | 7 | -19 | -7 | 4 | 3 | 3
